High-throughput results from PubChem BioAssay.
GAA spleen mod = inhibitors or activators of human alpha-glucosidase in spleen homogenate | Potency, µM (top dose mostly 79.9 µM), without a hit: at the highest dose activity change, negative = inhibition, actives largely listed as inhibitors | AID 2112 | 0.006% of 240,000 active | human spleen homogenate, 4-MU-alpha-glucoside fluorescence | P10253;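 note: potency is the fitted concentration of half-maximal effect; 0% = enzyme with vehicle and -100% = no enzyme basal signal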
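Human spleen homogenate (1 ug) incubated with compounds and 1 mM 4-methylumbelliferyl-alpha-D-glucopyranoside in pH 5.0 citrate/phosphate buffer, 37 C, 40 min. Stopped at pH 10; 4-MU fluorescence (Ex 365/Em 440 nm); AC50 by Hill fit.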
GAA glycogen = alters human alpha-glucosidase cleavage of glycogen; Potency, µM (titrated, usually from 76.4 µM), without a hit: at the top dose activity change, negative = inhibition, actives largely listed as inhibitors; recombinant GAA, glycogen substrate, Amplex Red glucose oxidase fluorescence; AID 2100; 0.38% of 300,000 active;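 note: potency is the fitted concentration of half-maximal effect; 0% = full enzyme reaction and -100% = no-enzyme basal signal; the screen sought inhibitors and activators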
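qHTS, 1536-well; enzyme 4 nM final; cpd up to 77 uM; substrate bovine liver glycogen 30 ug; 50 mM citrate/phosphate pH 5.0, 0.01% Tween-20; 37 C, 40 min; Amplex Red detection 45 min RT; Hill fit → AC50.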
HTT aggregate = reduces HttQ103-GFP aggregates in PC12 cells. Potency, µM (top dose mostly 46.1 µM), for the others: at the highest dose activity change, negative = inhibition, most hits filed as inhibitors. 1.1% of 220,000 active. PC12 HttQ103-GFP aggregates, Acumen cytometry, 40 h. AID 1688; note: potency is the fitted concentration of half-maximal effect; % is set by controls: 0 for no effect and ±100 for the full control effect; nearly all actives have a fitted effect of over 60% in size
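Compounds (qHTS titration) were added to PC12 cells expressing an ecdysone-driven HTT exon 1 Q103–GFP fusion after induction with 100 nM tebufenozide. Aggregate formation was measured as GFP objects in cell lysates.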
HTT ATP protect = protects HTT-Q103 PC12 cells, measured by ATP | PC12 HTT-Q103 induced, cytoprotection, ATP luminescence, 40 h | Potency, µM (titrated, usually from 56.4 µM), for inactives: cytoprotection (ATP increase), hits mostly activators | 0.14% of 230,000 active;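 note: potency is the fitted concentration of half-maximal effect; % of control where 0% means no effect; nearly all actives have a fitted effect of over 45% in size; toxic huntingtin expression switched on by the ecdysone agonist tebufenozide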
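PC12 cells stably carrying ecdysone-inducible Htt exon 1 (Q103)–GFP were induced with 100 nM tebufenozide (final) alongside library compounds in a dose series. Cytoprotection was scored as retained ATP by ATPlite luminescence.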
Lamin A splicing = modulators of lamin A splicing. HeLa LMNA splicing GFP/RFP minigene ratio, 48 h. Potency, µM (highest dose often 46.1 µM), for inactives: at the highest dose ratio change, negative = inhibition, usual class: inhibitors. 0.01% of 200,000 active. AID 1487; active = well fitted inhibition curve with a large enough effect in the signal ratio, with a control signal flat, not every such curve was filed as active; inconclusive = small, poorly fitted or top-dose-only effect, or effect the other way, or a change in a side signal; the % refers to the signal ratio; note: potency is the fitted concentration of half-maximal effect; % is set by controls: 0 for no effect and ±100 for the full control effect
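S3 HeLa cells stably expressing lamin A-EGFP splicing minigene plus DsRed2, 600 cells/well, 48 h compound exposure at 37C. Laser-scanning cytometry; analysed as GFP (500-530 nm)/RFP (575-640 nm) total intensity ratio; 0.5% DMSO vehicle.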
CBFb-RUNX1 inh = blocks binding between human CBF-beta and RUNX1; AlphaScreen CBFb-His/RUNX1-biotin binding, biochemical; Potency, µM (series often up to 59.8 µM), for the others: at the top dose activity, negative = inhibition, usual class: inhibitors; 230,000 tested, under 10 active; AID 1477; note: % of control where 0% means no effect
Target sequence (Q01196 whole entry, looked up): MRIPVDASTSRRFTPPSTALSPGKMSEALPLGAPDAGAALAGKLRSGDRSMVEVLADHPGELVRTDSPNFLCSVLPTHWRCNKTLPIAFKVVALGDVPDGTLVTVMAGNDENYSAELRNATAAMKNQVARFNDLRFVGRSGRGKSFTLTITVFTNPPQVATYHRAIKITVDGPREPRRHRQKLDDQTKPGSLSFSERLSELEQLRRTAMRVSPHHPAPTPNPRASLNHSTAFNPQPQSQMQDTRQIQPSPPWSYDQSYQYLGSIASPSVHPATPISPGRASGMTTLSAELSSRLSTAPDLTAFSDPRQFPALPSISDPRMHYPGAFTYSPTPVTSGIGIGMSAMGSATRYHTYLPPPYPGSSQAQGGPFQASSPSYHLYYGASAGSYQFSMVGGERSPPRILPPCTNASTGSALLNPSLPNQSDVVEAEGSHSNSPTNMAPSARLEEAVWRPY
Target sequence (Q13951 whole entry, looked up): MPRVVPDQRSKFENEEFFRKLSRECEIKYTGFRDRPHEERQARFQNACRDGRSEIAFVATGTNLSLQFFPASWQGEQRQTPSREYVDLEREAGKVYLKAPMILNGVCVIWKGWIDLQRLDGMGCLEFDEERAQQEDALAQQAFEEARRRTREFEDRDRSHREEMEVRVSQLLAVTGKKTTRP
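Bead-based AlphaScreen assay; binding partners His-tagged CBF-beta and biotinylated RUNX1 at 30 nM each. Compound exposure 15 min after a 20-min protein preincubation; bead step 90 min; all steps at room temperature.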
GAA inhib = inhibitors of human lysosomal alpha-glucosidase; purified human GAA, 4-MU-alpha-glucoside fluorescence; Potency, µM (series often up to 76.9 µM), inactives show at the highest dose activity change, negative = inhibition, hits mostly inhibitors; 0.005% of 200,000 active;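 note: potency is the fitted concentration of half-maximal effect; plate controls were uninhibited enzyme wells for no effect and no-enzyme background for full effect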
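Activity normalized between no-enzyme (basal) and enzyme-only wells. Conditions: 4 nM human enzyme, 400 uM fluorogenic substrate, citrate/phosphate pH 5.0 with Tween-20, 20 min room temperature, compounds up to 77 uM.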
Active calls of the source: *; ? = inconclusive; . = no result given; & = joins results of further samples; [ ] = another dose, or the depositor's remark. Unless noted, calls come from the whole dose curve; as a rule, active = well fitted curve in the direction sought with a large enough effect; inconclusive = small, poorly fitted or top-dose-only effect, or another doubt; inactive = no such curve, though single readings can be large; an effect the other way counts as inactive or inconclusive.

The line under a structure holds: GAA spleen mod	GAA glycogen	HTT aggregate	HTT ATP protect	Lamin A splicing	CBFb-RUNX1 inh	GAA inhib
1	O=C(Nc1ccc(F)cc1)C(=O)C1C(=O)Nc2ccccc21 (stereo not drawn)
  1.3%	4.1%	0.9%[9.22 µM]	4.2%[10 µM]	.	1.5%	-4.0%[15.4 µM]
2	N#C/C(=C\c1ccc(N2CCOCC2)o1)c1nc2ccccc2[nH]1
  1.5%	-15.8%	-30.6%	-60.0%[inhibitor]	32.9%	-15.7%	-7.1%
3	Cc1ccc(C)c(S(=O)(=O)NCC(=O)NCc2ccco2)c1
  -8.9%	3.0%	-10.7%	-7.1%[10 µM]	0.4%	0.2%	-1.9%
4	O=C(Nc1cc(N2CCCCC2)ncn1)c1ccc(F)cc1
  -6.1%	10.8%	-0.3%	-38.4%	.	-8.3%	-14.3%
5	CC(C)c1ccc(S(=O)(=O)N2CCN(C(C)C(=O)Nc3ccccc3-c3ccccc3)CC2)cc1 (stereo not drawn)
  7.2%	-1.6%	-13.1%	-13.8%[10 µM]	3.2%	-0.7%	-7.7%
6	Cc1nc2ncnn2c(C)c1CCC(=O)N1CCOCC1
  -3.1%	-0.1%	?	-4.3%	-2.9%	-1.0%	0.1%
7	CC(NC(=O)c1cccc(S(=O)(=O)N2CCN(C)CC2)c1)C1CC2CCC1C2 (stereo not drawn)
  -6.6%	4.4%	10.4%	-32.1%[inhibitor]	3.5%[46 µM]	-18.0%	4.2%
8	COCCn1c(SCC#N)nnc1-c1ccc(OC)cc1
  -6.9%	-0.5%	4.0%	-16.3%[10 µM]	-13.5%	2.9%	2.4%
9	c1ccc2[nH]c(C3CC3)nc2c1
  6.3%	-11.1%	.	.	1.5%[46 µM]	4.1%	14.6%
10	NS(=O)(=O)c1ccc(NS(=O)(=O)c2ccc(NC(=S)Nc3ccccc3)cc2)cc1
  -5.0%	-9.6%	-2.6%	11.4%[10 µM]	-16.5%	-0.9%	-4.4%
11	CCOC(=O)c1cc(C#N)c(SCC(=O)c2cc(C#N)c(SC)nc2C)[nH]c1=O
  1.9%	-0.4%	27.0%	-18.7%[10 µM]	9.7%	5.2%	-7.2%
12	Cc1ccc([N+](=O)[O-])cc1NC(=O)CN(C(=O)c1ccccc1Cl)C1CCCCC1
  5.7%	5.1%	8.2%	-0.6%[1.9 µM]	-9.4%	-0.2%	-3.1%
13	Cc1ccc2c(c1)NC(=O)C(CC(=O)NCCN(CC(C)C)CC(C)C)O2 (stereo not drawn)
  -4.9%	4.4%	0.6%	-4.3%	-8.2%	12.2%	-14.0%
14	CCCn1c(-c2ccc(F)cc2)nc2c(N3CCCN(Cc4ccccc4)CC3)nc(C)nc21
  -1.5%	.	.	-32.1%[inhibitor]	.	-2.3%	.
15	Cc1cc(C)c2nc(SCC(=O)NCCC3=CCCCC3)cc(C)c2c1
  -4.1%	-4.8%	25.8%	-3.7%[1.9 µM]	-13.0%	-5.2%	?
16	O=C(CCc1nnc(CCCCc2ccccc2)o1)NCCN1CCCCC1=O
  2.7%	9.9%	2.5%[9.22 µM]	23.0%[10 µM]	.	0.4%	9.7%
17	CCCOc1ccc(N2C(=O)CC(NNC(=O)c3ccc(COc4ccccc4)o3)C2=O)cc1 (stereo not drawn)
  1.7%	-12.1%	-1.1%	-20.6%[10 µM]	-8.6%	1.9%	2.8%
18	COc1ccc(C(=O)CN2C(=O)NC(C)(c3ccc(C)cc3)C2=O)cc1OC (stereo not drawn)
  -3.8%	0.5%	15.2%	11.8%	9.5%	0.1%	-4.4%
19	N#CCSc1nc(-c2ccccc2)cs1
  -4.7%	2.8%	?	40.0%[10 µM]	3.6%	15.7%	-5.7%
20	O=C1CN(C(=O)Cn2ncc(Cl)c(Cl)c2=O)c2ccccc2N1
  7.7%	3.8%	11.2µM*	-159.3%[inhibitor]	?	-16.6%	-3.8%
21	CCOC(=O)NC(=O)c1cn(Nc2ccccc2C(F)(F)F)c(=O)[nH]c1=O
  3.6%	4.2%	21.4%[9.22 µM]	17.6%[10 µM]	.	1.5%	.
22	CCN(Cc1ccccc1)Cc1cccc([N+](=O)[O-])c1
  4.0%	0.3%	5.3%	15.8%	3.7%	-2.6%	-5.4%
23	O=C(NCCN1CCOCC1)c1ccc(Cl)c(S(=O)(=O)N2CCCCCC2)c1
  -2.1%	-2.7%	?	-3.0%[10 µM]	?	-5.7%	-4.6%
24	COc1ccc(C(=O)/C=C/C(=O)N(Cc2ccccc2OC)C(C(=O)NC2CCCCC2)c2ccncc2)c(O)c1 (stereo not drawn)
  -3.9%	2.4%	15.9%	23.7%[10 µM]	?	-6.8%	0.2%
25	Cc1ccc(NC(=O)CSc2nnc(CCC(=O)O)c(=O)[nH]2)cc1
  6.4%	4.0%	-9.4%[9.22 µM]	-8.4%[10 µM]	.	0.6%	.
26	O=[N+]([O-])c1ccccc1N/N=C/c1cccc(O)c1O
  -1.0%	?	6.3%[9.22 µM]	-35.2%[10 µM]	.	-24.4%	.
27	Cc1ccc(C2CC(C(F)F)n3ncc(C(=O)Nc4cnn(Cc5ccccc5C)c4)c3N2)cc1 (stereo not drawn)
  2.7%	3.1%	-1.8%	-5.7%	-9.0%	-0.7%	1.4%
28	CCC(=O)NC(=S)NNC(=O)c1ccc([N+](=O)[O-])cc1
  4.7%	-17.6%	-4.9%	9.4%	0.6%	3.2%	1.0%
29	CCc1ccc(NC(=S)Nc2cccc3cnccc23)cc1
  -2.9%	-17.1%	-27.0%	-27.8%	-7.9%[9.22 µM]	-3.3%	3.2%
30	CC1=C(C#N)C2C(/C1=N/O)C2(C)C (stereo not drawn)
  -13.3%	-10.5%	-29.3%	-1.4%	?	1.9%	0.4%[15.4 µM]
31	CCN(CC)CCNC(=O)c1cc(Br)c(N)cc1OC
  -0.6%	.	2.7%	-65.9%[inhibitor]	?	-0.3%	.
32	CC(C)=CCC/C(C)=C/CO/N=C1/C[C@@H](O)[C@@H](O)[C@@H]2[C@@H]3C(=O)N(c4cccc(Oc5ccccc5)c4)C(=O)[C@H]3CC[C@H]12
  4.4%[17.4 µM]	.	.	3.9%[10 µM]	.	8.1%[13.1 µM]	.
33	Cc1ccc(NS(=O)(=O)c2ccc(NS(=O)(=O)c3cccs3)cc2)cc1
  -9.2%	-4.1%	?	-7.3%	-4.4%	-1.5%	-9.7%
34	O/N=C/c1ccc(OCc2ccccc2)c(Cl)c1
  1.0%	-12.6%	-10.8%	-7.3%[10 µM]	5.7%	3.0%	-0.5%
35	C=CCSc1nc(N(CC)CC)c2sccc2n1
  -9.9%	-7.9%	-20.5%	-17.7%	13.2%	10.1%	-14.9%
36	CCOC(=O)CC1C(=O)NCCN1S(=O)(=O)c1ccccc1Cl (stereo not drawn)
  -21.8%	3.7%	11.6%	27.3%	10.3%	2.1%	3.6%
37	O=C(C1CC(=O)N(C2CCCCC2)C1)N1CCc2ccccc21 (stereo not drawn)
  2.3%	8.3%	-8.1%	-12.4%	.	-17.9%	-2.0%
38	CC(C)Sc1nc2c([nH]c3ccccc32)c(=O)n1C
  5.6%	4.1%	-22.8%	2.3%	?	5.3%	2.2%
39	CC(=O)OC[C@@H]1O[C@H](C/C=N\O[C@@H](C)c2cn([C@H]3COC[C@H]3O)nn2)C=C[C@@H]1OC(C)=O
  1.8%[17.4 µM]	.	.	-2.6%[10 µM]	.	12.1%[13.1 µM]	.
40	CCCCOc1ccccc1NC(=O)C=C(C)C
  -3.0%	1.3%	-4.9%	-35.7%	-2.5%	18.1%	-4.1%
41	CCCC1C(=O)N(Cc2ccccc2)C(=O)CC1C (stereo not drawn)
  -0.2%	7.3%	8.3%[9.22 µM]	-6.6%[10 µM]	.	0.8%	.
42	Cc1ccc2sc(NNC(=O)c3cc(=O)c4ccccc4o3)nc2c1C
  -4.4%	-4.3%	-12.7%[9.22 µM]	-4.7%[10 µM]	.	?	.
43	COc1cc(CC2COC(=O)C2(O)Cc2ccc(O)c(OC)c2)ccc1O (stereo not drawn)
  -0.3%	?	-5.7%[9.22 µM]	-7.3%[10 µM]	.	7.7%	.
44	COc1cccc(C2CC(c3cccs3)=NN2C(=O)CSc2nc3ccccc3o2)c1OC (stereo not drawn)
  0.6%	-5.2%	29.6%	1.1%[10 µM]	-11.0%	-1.5%	-6.3%
45	N#Cc1cc(-c2ccccc2)nnc1Oc1ccccc1
  -5.3%	8.0%	-7.8%	-13.7%	2.6%	-3.5%	-0.9%
46	COc1cc(N)c(Cl)cc1C(=O)OCCN1CCCCC1
  10.5%&1.1%	.	.	.	-15.2%	11.3%&9.0%	.
47	Cc1ccc(C)c(OC(=O)c2cncc(Br)c2)c1
  1.7%	0.9%	15.2%	.	-1.9%	5.6%	4.1%
48	CN1CCN(NC(=O)c2cc(S(=O)(=O)Nc3ccc(Cl)cc3)ccc2Cl)CC1
  2.0%	-9.6%	11.9%[9.22 µM]	7.5%[10 µM]	.	9.4%	.
49	Cc1ccc(S(=O)(=O)NCC(=O)OCC(=O)Nc2ncc(Cl)cc2Cl)cc1
  0.9%	?	21.6%	9.3%[10 µM]	-7.3%	7.9%	4.4%
50	CCOC(=O)Cc1csc(NC(=O)Nc2ccc(Cl)cc2)n1
  2.4%	4.6%	-14.0%[9.22 µM]	-22.2%[10 µM]	.	2.9%	.
51	COc1cccc(Cn2cccc(NC(=O)Nc3ccc(C#N)cc3)c2=O)c1
  2.0%	7.9%	6.5%	8.4%	10.9%	-5.3%	1.6%
52	CCN(CC)CCCN1C(=O)CSC1c1ccc([N+](=O)[O-])cc1 (stereo not drawn)
  -5.1%	3.7%	2.3%[9.22 µM]	-0.5%[10 µM]	7.6%[46 µM]	5.7%	9.5%
